AMPAR-TARP mod: modulators of AMPA receptor GluA2-stargazin complexes; O88602+P19491; HEK293 GluA2+stargazin, membrane potential dye (FDSS), glutamate EC50; hits were called plate by plate, in both directions; calls only at 30 µM; actives 3.5% (n = 40,000); AID 1259245;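 active means any of four per-well response measures lying three or more SD from its plate-wide compound average, in either direction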
Target sequence (O88602 whole entry, looked up): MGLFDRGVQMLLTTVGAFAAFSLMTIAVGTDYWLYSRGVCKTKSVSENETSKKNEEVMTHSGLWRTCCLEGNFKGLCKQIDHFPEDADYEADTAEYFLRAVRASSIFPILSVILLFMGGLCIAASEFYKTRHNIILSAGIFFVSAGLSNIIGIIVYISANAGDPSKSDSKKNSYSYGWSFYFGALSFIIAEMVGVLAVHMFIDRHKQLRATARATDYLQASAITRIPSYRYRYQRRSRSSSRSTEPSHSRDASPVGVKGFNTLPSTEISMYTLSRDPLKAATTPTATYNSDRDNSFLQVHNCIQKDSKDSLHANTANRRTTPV
Target sequence (P19491 whole entry, looked up): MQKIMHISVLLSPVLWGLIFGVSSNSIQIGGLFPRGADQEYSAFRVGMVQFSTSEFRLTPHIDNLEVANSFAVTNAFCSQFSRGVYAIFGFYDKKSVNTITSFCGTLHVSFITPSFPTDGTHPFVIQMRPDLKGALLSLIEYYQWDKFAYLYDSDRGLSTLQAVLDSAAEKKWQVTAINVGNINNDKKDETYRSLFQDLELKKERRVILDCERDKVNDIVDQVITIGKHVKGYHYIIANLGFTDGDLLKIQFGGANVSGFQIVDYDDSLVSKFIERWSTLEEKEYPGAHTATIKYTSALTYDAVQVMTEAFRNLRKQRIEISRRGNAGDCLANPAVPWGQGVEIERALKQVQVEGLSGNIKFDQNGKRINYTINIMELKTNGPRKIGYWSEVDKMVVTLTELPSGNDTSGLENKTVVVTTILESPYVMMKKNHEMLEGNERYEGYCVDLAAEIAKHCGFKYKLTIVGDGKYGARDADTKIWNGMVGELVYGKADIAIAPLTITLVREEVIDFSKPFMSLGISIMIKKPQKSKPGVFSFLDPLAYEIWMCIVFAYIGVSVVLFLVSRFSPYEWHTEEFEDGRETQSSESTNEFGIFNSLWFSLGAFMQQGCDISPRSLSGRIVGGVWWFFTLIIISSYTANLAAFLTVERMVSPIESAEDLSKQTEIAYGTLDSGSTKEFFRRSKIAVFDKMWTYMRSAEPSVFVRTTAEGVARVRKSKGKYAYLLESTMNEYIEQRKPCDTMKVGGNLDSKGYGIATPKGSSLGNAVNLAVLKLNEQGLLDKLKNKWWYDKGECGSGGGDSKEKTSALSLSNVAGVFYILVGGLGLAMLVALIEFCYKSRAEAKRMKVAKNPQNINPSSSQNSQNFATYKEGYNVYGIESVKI
AMPAR-TARP mod agonism max-min: also measured in AMPAR-TARP mod; calls as there; compound max-min signal; compound-alone response (agonism);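 unitless range of fluorescence divided by baseline over first 100 seconds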
AMPAR-TARP mod glutamate slope: recorded beside AMPAR-TARP mod, whose call it bears; glutamate slope, % of max; measured here: glutamate response slope, % max;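 scaled per plate between vehicle wells and maximal 1 mM glutamate control wells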
An asterisk follows results filed as active; i = inactive; + = active, no number.

SMILES	AMPAR-TARP mod	AMPAR-TARP mod agonism max-min	AMPAR-TARP mod glutamate slope
CC(C)(C)N1CCN(C(C)(C)C)C1=O	i	0.041	57
NS(=O)(=O)c1ccc(CCNC(=O)Cc2cc(-c3cc4ccccc4o3)on2)cc1	i	0.071	44
COc1ccc(-n2c(-c3ccccc3)cn3c4c(=O)n(CC(C)=O)c(=O)n(C)c4nc23)c(OC)c1	i	0.061	29
COc1ccc(OC)c2sc(N(CCN3CCOCC3)C(=O)c3ccco3)nc12	i	0.22	67
COc1ccc(NC(=O)c2ccc(S(=O)(=O)N(C)Cc3ccccc3)cc2)cc1	i	0.12	59
COC(=O)c1c(NCc2ccc(OC)cc2OC)c2cc(Cl)ccc2[nH]c1=O	i	0.081	69
Cc1ccc(-c2ccc(S(=O)(=O)N3CCN(C)CC3)cc2)cc1	i	0.047	50
CC(C)Oc1ccc(-c2noc(CN3C(=O)COc4ccc(Cl)cc43)n2)cc1	i	0.12	56
O=C(c1ccc(Br)o1)N(C(=O)N1CCCCC1)c1ccc(Cl)cc1	+	0.086*	64*
CCc1cccc(OCC(O)Cn2c(N3CCCCC3)nc3c2c(=O)n(C)c(=O)n3C)c1 (centres undefined)	i	0.096	61
COCCn1c(=NC(=O)C2CC2)sc2cc(Br)ccc21	i	0.027	54
COc1cc(-c2noc(C3CCN(S(=O)(=O)c4ccc(C)cc4)CC3)n2)cc(OC)c1OC	i	0.089	55
O=C(C1CCCCC1)N1CCN(c2ncnc3c2nnn3-c2ccc(F)cc2)CC1	i	0.086	38
Cc1ccc(S(=O)(=O)N(C)c2cc(S(=O)(=O)N(C)CCO)c(C)cc2C)cc1	i	0.068	49
O=C(CCCS(=O)(=O)c1ccc(F)cc1)Nc1ccccc1-c1nc2ccccc2[nH]1	i	0.08	68
O=C(CN1C(=O)c2ccccc2S1(=O)=O)Nc1ccc([N+](=O)[O-])cc1	i	0.12	48
COC(=O)COc1ccc2c(=O)c(-c3ccc(Cl)cc3)coc2c1	i	0.054	60
COC(=O)c1ccc(C(=O)Nc2ccc(CC(=O)NC3CC3)cc2)cc1	i	0.06	41
COc1ccc(-c2nnc(NC(=O)c3ccc4ncsc4c3)o2)c(OC)c1	i	0.17	66
Cc1c(C)n2c3c(=O)n(CCCc4ccccc4)c(=O)n(C)c3nc2n1C(C)C	+	0.09*	86*
COc1ccc(-n2c(=O)c3ccccc3n(CC(=O)NCCC3=CCCCC3)c2=O)cc1OC	i	0.12	63
COc1ccc(C)cc1NC(=O)NCCNc1cc(-n2ccnc2C)nc(C)n1	i	0.069	50
OCCN1CCN(C(=S)Nc2ccc(Nc3ccccc3)cc2)CC1	i	0.061	54
O=C(COc1ccc(Cl)cc1)NCCCn1cccc1	i	0.14	48
CCOC(=O)Cn1c(=O)c2c(nc3n(-c4cccc(C)c4)c(C)cn23)n(C)c1=O	i	0.081	31
COC(=O)c1sccc1S(=O)(=O)NCC1CCN(C(=O)c2cccn(C)c2=O)CC1	i	0.052	30
Cn1cccc1C(CNS(=O)(=O)c1ccc(C(C)(C)C)cc1)N1CCCC1 (centres undefined)	i	0.067	51
COc1cc(/C=C/C(=O)c2cc(C)ccc2O)cc(OC)c1OC	i	0.12	47
CC(C)S(=O)(=O)c1ccc(C(=O)Nc2cccc(-c3nc4ccccc4s3)c2)cc1	i	0.13	62
CC1(C)Cc2cccc(OCC(=O)N3c4ccccc4CC3C(N)=O)c2O1 (centres undefined)	i	0.042	35
Cc1ccc(CN2C(=O)NC3(CCN(S(=O)(=O)c4cccc(C)c4)CC3)C2=O)cc1	i	0.071	47
Cc1ccc(Cl)cc1NC(=O)Cn1c(C)cc(C)c(S(=O)(=O)c2ccccc2)c1=O	i	0.056	74
CCN1CCN(S(=O)(=O)CCNC(=O)COc2ccc(F)cc2)CC1	i	0.068	42
COc1ccc(NC(=O)C(=O)c2cn(CC(=O)N3CCOCC3)c3ccccc23)cc1	i	0.098	48
Cc1ccccc1NC(=O)CSc1nc(C)c(C(=O)Nc2ccccc2)c(-c2ccc(Cl)cc2)c1C#N	i	0.065	19
COc1ccc(S(=O)(=O)CCCC(=O)Nc2sc3c(c2C(N)=O)CCC(C)C3)cc1 (centres undefined)	i	0.081	55
COC(=O)c1ccc(NC(=O)C(=O)NCC2CCN(c3ccccn3)CC2)cc1	i	0.11	63
COc1ccc(SCC(=O)N2CCN(c3nc4ccccc4s3)CC2)cc1	i	0.056	67
O=C(NCc1ccccn1)c1ccc(CSc2nc(-c3ccccc3)cs2)o1	i	0.11	61
COc1ccc(S(=O)(=O)c2c(SC)n[nH]c2N)cc1	i	0.18	73
CSCCC(C)(O)CNC(=O)C1(c2ccc(Cl)cc2)CCCC1 (centres undefined)	i	0.044	51
O=S(=O)(NCC(O)(c1cccs1)C1CC1)c1ccccc1F (centres undefined)	i	0.12	48
CC(C)S(=O)(=O)c1ccc(C(=O)Nc2cccc(-c3nc4ccccc4[nH]3)c2)cc1	i	0.12	57
CC(C)(C)CC(C)(C)c1ccc(OCC(O)CN2CCOCC2)cc1 (centres undefined)	i	0.051	60
COc1cccc(-n2nnc3c(N4CCN(C(=O)c5cc(Cl)ccc5OC)CC4)ncnc32)c1	i	0.055	36
CNC(=O)c1nsc(C(=O)NCc2cccc(C(F)(F)F)c2)c1N	i	0.15	40
COc1ccc(NC(=O)C(=O)NCc2ccc(OCc3ccccc3)cc2)c(OC)c1	i	0.13	43
CCOC(=O)c1ccccc1NC(=O)CSc1n[nH]c(=O)c2cc(-c3ccco3)nn12	i	0.1	67
COc1cccc(COc2coc(C(=O)Nc3ccc(OC(F)(F)F)cc3)cc2=O)c1	i	0.11	54
CC(C)Oc1ccc(-c2noc(C3CCN(S(=O)(=O)c4cccs4)CC3)n2)cc1	i	0.1	49
CC(C)N1CCC(CNC(=O)c2ccc(Cl)cc2)CC1	i	0.06	56
COc1ccc(NC(=O)Cn2nc(SC)c(S(=O)(=O)c3ccccc3)c2N)c(OC)c1	+	0.15*	36*
COc1ccc(NC(=O)Nc2ccc(Nc3cc(-n4ccnc4)nc(C)n3)cc2)c(C)c1	i	0.097	68
COc1ccc(C)cc1NC(=O)CSc1nnc(-c2ccc(OC)c(OC)c2)n1N	i	0.068	61
COc1ccc(NC(=O)Cn2cc(OC)c(=O)cc2CSc2ncccn2)c(OC)c1	i	0.039	50
CC(C)c1nnc(NC(=O)COc2ccccc2[N+](=O)[O-])s1	i	0.12	70
COc1ccccc1CCNC(=O)Cn1cnc(C)cc1=O	i	0.072	59
COc1ccc(OC)c(S(=O)(=O)NCC2CCN(C(C)C)CC2)c1	i	0.097	67
COc1cc(OC)cc(C(=O)Nc2ccc3c(c2)CCCN3C(=O)c2ccccc2)c1	i	0.14	57
COc1ccccc1CCNC(=O)c1n[nH]c2ccccc12	i	0.15	73

Rewritten with values under each structure: entries from further up
Each structure is followed by: AMPAR-TARP mod, AMPAR-TARP mod agonism max-min, AMPAR-TARP mod glutamate slope
> COC(=O)c1ccc(C(=O)Nc2ccc(CC(=O)NC3CC3)cc2)cc1
→ i, 0.06, 41
> COc1ccc(-c2nnc(NC(=O)c3ccc4ncsc4c3)o2)c(OC)c1
→ i, 0.17, 66
> Cc1c(C)n2c3c(=O)n(CCCc4ccccc4)c(=O)n(C)c3nc2n1C(C)C
→ +, 0.09*, 86*
> COc1ccc(-n2c(=O)c3ccccc3n(CC(=O)NCCC3=CCCCC3)c2=O)cc1OC
→ i, 0.12, 63
> COc1ccc(C)cc1NC(=O)NCCNc1cc(-n2ccnc2C)nc(C)n1
→ i, 0.069, 50
> OCCN1CCN(C(=S)Nc2ccc(Nc3ccccc3)cc2)CC1
→ i, 0.061, 54
> O=C(COc1ccc(Cl)cc1)NCCCn1cccc1
→ i, 0.14, 48

New compounds follow:
SMILES	AMPAR-TARP mod	AMPAR-TARP mod agonism max-min	AMPAR-TARP mod glutamate slope
Cc1ccc(-c2ccc(=O)n(CC#N)n2)cc1C	i	0.088	53
O=C(Nc1cccc(C(F)(F)F)c1)C1CCCN(c2ccc(-n3cccn3)nn2)C1 (centres undefined)	i	0.076	63
O=C(c1ccccc1)c1ccc(OS(=O)(=O)N2CCCCC2)cc1	i	0.086	65
Cc1cc(C(O)CCN)c(C)o1 (centres undefined)	i	0.049	58
CCN1CCN(c2cc(C)nc3c(-c4ccccc4)c(C(F)(F)F)nn23)CC1	i	0.12	49
COc1cc(N2CCN(S(=O)(=O)c3c(C)noc3C)CC2)nc(OC)n1	i	0.12	51
COc1ccccc1-c1nnc(NC(=O)Cc2ccc(SC)cc2)o1	i	0.13	49
Cn1c(=O)c2cc(C(=O)NCCC(c3ccccc3)c3ccccc3)sc2n(C)c1=O	i	0.067	38
CCOc1ccc(-c2ccc(=O)n(CCNC(=O)Nc3ccc(C)cc3C)n2)cc1	i	0.069	55
O=C(c1ccccc1F)N1CCC(CNS(=O)(=O)c2cccnc2)CC1	i	0.041	32
Cc1ccsc1C(O)CNC(=O)c1nc2ccccc2s1 (centres undefined)	i	0.14	50
O=C(/C=C/c1cccc([N+](=O)[O-])c1)Nc1cccc(Br)c1	i	0.13	58

Laid out differently: 3 of the compounds above.
compound | AMPAR-TARP mod | AMPAR-TARP mod agonism max-min | AMPAR-TARP mod glutamate slope
CCN1CCN(c2cc(C)nc3c(-c4ccccc4)c(C(F)(F)F)nn23)CC1 | i | 0.12 | 49
COc1cc(N2CCN(S(=O)(=O)c3c(C)noc3C)CC2)nc(OC)n1 | i | 0.12 | 51
COc1ccccc1-c1nnc(NC(=O)Cc2ccc(SC)cc2)o1 | i | 0.13 | 49

Three compounds out of the list, ordered by heavy-atom count, low to high:
SMILES	AMPAR-TARP mod	AMPAR-TARP mod agonism max-min	AMPAR-TARP mod glutamate slope
Cc1ccc(-c2ccc(=O)n(CC#N)n2)cc1C	i	0.088	53
COc1ccccc1-c1nnc(NC(=O)Cc2ccc(SC)cc2)o1	i	0.13	49
O=C(Nc1cccc(C(F)(F)F)c1)C1CCCN(c2ccc(-n3cccn3)nn2)C1 (centres undefined)	i	0.076	63

Following part:
SMILES	AMPAR-TARP mod	AMPAR-TARP mod agonism max-min	AMPAR-TARP mod glutamate slope
COc1ccc(N(Cc2cccc(C)c2)S(=O)(=O)c2ccc3nnc(C)n3c2)cc1	i	0.092	70
CC(C)NC(=O)C(=O)NC(C)C	i	0.074	62
O=C(CN1C(=O)c2ccccc2S1(=O)=O)Nc1cccc([N+](=O)[O-])c1	i	0.14	43
CS(=O)(=O)N1CCC(C(=O)NCCN2CCN(C(=O)c3cccs3)CC2)CC1	i	0.15	41
CCCCOc1ccc(NC(=O)Nc2ccc3c(c2)CC(=O)N3CC)cc1	i	0.1	52
CCOc1cccc2sc(N(Cc3ccccn3)C(=O)CS(=O)(=O)c3ccc(OC)cc3)nc12	i	0.075	64
CCc1ccc(NCc2cc3ccc(OC)cc3n(CC(=O)Nc3ccccc3OC)c2=O)cc1	i	0.1	63
CC(=O)Oc1ccccc1C(=O)Nc1ccc(S(N)(=O)=O)cc1	i	0.074	30
CC(C)c1ccc(NC(=O)Cn2nc(S(=O)(=O)c3ccccc3)ccc2=O)cc1	i	0.11	53
CCCCNC(=O)c1cc(-c2ccco2)nc2c1c(C)nn2C1CCS(=O)(=O)C1 (centres undefined)	i	0.059	37
Cc1ccc(CC(=O)Nc2sc3c(c2-c2nc4ccccc4s2)CCCC3)cc1	i	0.078	39
CC(=O)N1CCN(C(=O)c2cccn2CC(=O)N2CCc3ccccc32)CC1	i	0.082	60
O=c1n(Cc2cccc(Br)c2)nc2ccc(S(=O)(=O)N3CCCC3)cn12	i	0.099	56
COc1ccccc1OCC(O)CNC(C)(C)C (centres undefined)	i	0.13	69
CCOCCn1c(=O)c2c(nc3n(-c4ccccc4CC)c(C)cn23)n(C)c1=O	i	0.077	73
N#C/C(=C\N1CCN(c2cccc(Cl)c2)CC1)C(=O)Nc1ccccc1	i	0.13	68
CS(=O)(=O)c1ccccc1C(=O)N1CCN(Cc2nnnn2-c2ccccc2)CC1	i	0.077	57
O=C(NCC1COC2(CCCCC2)O1)C(=O)NC1CCCC1 (centres undefined)	i	0.084	65
Cc1c(Cl)ccc(S(=O)(=O)NCCN2CCOCC2)c1Cl	i	0.082	61
Cc1ccc(NC(=O)NCCNc2cc(-n3cccn3)ncn2)cc1Cl	i	0.12	59
Cc1nc2sc(C(c3cccc(F)c3)N3CCN(Cc4ccccc4)CC3)c(O)n2n1 (centres undefined)	i	0.074	37
COCC(=O)Nc1cc(C(=O)N2CCC(C)CC2)cn(C)c1=O	i	0.061	57
O=C(Cc1cccs1)N1CCN(c2ccc(-c3ccc(Cl)cc3)nn2)CC1	i	0.11	63
COc1ccc(CC(=O)NNC(=O)c2ccc(=O)n(Cc3ccccc3)c2)cc1	i	0.067	57
Cc1ccc(-c2c(C)nn3c(NC(C)C)cc(C)nc23)cc1	i	0.18	62
COc1ccc(C(=O)NCC(c2cccc3ccccc23)N(C)C)cc1 (centres undefined)	i	0.073	59
COc1cccc(CNC(=O)Cn2c(C)cc(C)c(-c3nc(-c4ccc(Cl)cc4)no3)c2=O)c1	i	0.15	57
CC(C)c1ccc(NC(=O)CCCn2nc(-c3ccc(F)cc3)ccc2=O)cc1	i	0.053	43
COc1ccc(CCN2CC(=O)N(c3ccccc3)C3CS(=O)(=O)CC32)cc1OC (centres undefined)	i	0.074	61
CCOC(=O)C1=C(N)OC2=C(C(=O)CC(C)(C)C2)C1C1CCCCC1 (centres undefined)	i	0.089	74
COCCNS(=O)(=O)c1c(C)cc(C)c(N(C)S(=O)(=O)c2ccccc2)c1C	i	0.099	66
O=C(C1CCC(Cn2c(=S)[nH]c3ccccc3c2=O)CC1)N1CCN(Cc2ccccc2)CC1 (centres undefined)	i	0.12	57
CC(=O)Nc1cccc(NC(=O)CSc2ccnc3c2c(=O)n(C)c(=O)n3C)c1	i	0.059	43
CCOC(=O)c1ccc(NC(=O)C2CCCN(c3ccc(-n4cccn4)nn3)C2)cc1 (centres undefined)	i	0.057	50
Cc1ccc(NS(=O)(=O)c2ccc(Cl)s2)cc1N1CCCCC1=O	i	0.052	50
O=C(/C=C/c1ccccc1)NCC1CCN(S(=O)(=O)C2CC2)CC1	i	0.057	48

This is a subset; the hit share may differ from the screen's.
